# HttQ103 aggreg: qHTS Multiplex Assay to Identify Dual Action Probes in a Cell Model of Huntington: Aggregate Formation (GFP) | PC12 HttQ103-GFP aggregates, Acumen cytometry, 40 h | Potency, µM (titrated, usually from 46.1 µM), inactives show at the top dose activity change, negative = inhibition, usual class: inhibitors | actives 1.1% (n = 220,000) | AID 1688, 2009; also: potency is read from the fitted curve at half-maximal effect; % is scaled to controls: 0 for no effect and ±100 for the full control effect; nearly all actives have a fitted effect of over 60% in size
#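 Using laser scanning cytometry, GFP-positive aggregates were counted after lysis of PC12 cells induced with 100 nM tebufenozide to express HTT exon 1 Q103–GFP. Compounds were tested in titration.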
# IMPase Li cell: qHTS Assay for Identifying the Cell-Membrane Permeable IMPase Inhibitors: Potentiation with Lithium | CHO-M1 cells, IP1 TR-FRET (IP-One), carbachol + lithium | Potency, µM (titrated, usually from 59.4 µM), without a hit: at the top dose activity, negative = IMPase inhibition, most hits filed as inhibitors | actives 0.35% (n = 210,000) | AID 1457, 2008;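 also: IP1 builds up when IMPase is blocked and the TR-FRET signal falls; potency is read from the fitted curve at half-maximal effect; plate controls were basal vehicle for no effect and high inhibitor control for full effect; nearly all actives have a fitted effect of over 50% in size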
#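 Test compounds were applied to CHO-M1 cells previously cultured for 16–30 h at 2000 per well. A small lithium amount accompanied them; after 30 min at 37C, IP1 was quantified by TR-FRET.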
# Epigenetic reg: Quantitative High-Throughput Screen for Regulators of Epigenetic Control; Potency, µM (titrated, usually from 53.9 µM), for the others: at the top dose GFP activation, usual class: activators; murine LDR cells, GFP reporter derepression, 30 h; actives 0.2% (n = 280,000); also: potency is read from the fitted curve at half-maximal effect; % of control where 0% means no effect; nearly all actives have a fitted effect of over 60% in size
#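 Murine LDR cells bearing a silenced CMV-driven GFP reporter were exposed to compound for 30 h at 37 C. After PBS washes, GFP-positive cells (20-120 um objects) counted by laser-scanning microplate cytometry.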
# CBFb-RUNX1 inh: qHTS Assay for Compounds Blocking the Interaction Between CBF-beta and RUNX1 for the Treatment of Acute Myeloid Leukemia; Potency, µM (doses to about 59.8 µM), for inactives: at the top dose activity, negative = inhibition, hits mostly inhibitors; Runt-related transcription factor 1 (Homo sapiens) + Core-binding factor subunit beta …; AlphaScreen CBFb-His/RUNX1-biotin binding, biochemical; 230,000 tested, under 10 active; also: % of control where 0% means no effect
# Target sequence (Q01196 whole entry, looked up): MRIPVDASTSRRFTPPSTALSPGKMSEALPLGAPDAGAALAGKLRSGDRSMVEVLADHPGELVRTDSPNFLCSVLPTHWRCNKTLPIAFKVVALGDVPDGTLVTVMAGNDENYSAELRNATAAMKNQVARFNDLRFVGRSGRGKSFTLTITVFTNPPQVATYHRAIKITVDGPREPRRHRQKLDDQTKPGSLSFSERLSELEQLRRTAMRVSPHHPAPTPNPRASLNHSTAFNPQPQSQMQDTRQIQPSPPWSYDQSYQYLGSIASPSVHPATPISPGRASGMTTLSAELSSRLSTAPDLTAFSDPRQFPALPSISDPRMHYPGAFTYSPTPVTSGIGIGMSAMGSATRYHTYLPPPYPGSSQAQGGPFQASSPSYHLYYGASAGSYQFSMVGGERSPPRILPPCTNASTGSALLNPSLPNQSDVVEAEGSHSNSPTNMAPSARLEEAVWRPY
# Target sequence (Q13951 whole entry, looked up): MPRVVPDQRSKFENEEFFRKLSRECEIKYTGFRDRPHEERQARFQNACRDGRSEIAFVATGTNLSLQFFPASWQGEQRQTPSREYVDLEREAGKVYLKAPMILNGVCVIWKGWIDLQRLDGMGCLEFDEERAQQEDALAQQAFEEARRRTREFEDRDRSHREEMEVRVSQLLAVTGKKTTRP
#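 CBFb-His/RUNX1-biotin, 30 nM each, preincubated 20 min RT; compound 15 min RT; Ni + streptavidin beads 50 ng each, 90 min RT; AlphaScreen read.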
# NPSR antag: qHTS Assay for Antagonists of the Neuropeptide S Receptor: cAMP Signal Transduction | CHO-NPSR cells, cAMP TR-FRET, antagonist mode | Q6W5P4 | AID 1461, 2008 | actives 1% (n = 220,000) | Potency, µM (doses to about 38.3 µM), for inactives: at the top dose activity change, negative = inhibition, usual class: inhibitors; also: potency is read from the fitted curve at half-maximal effect; % is scaled to controls: 0 for no effect and ±100 for the full control effect; nearly all actives have a fitted effect of over 50% in size; many of its hits are not listed in these tables
# Target sequence (Q6W5P4 whole entry, looked up): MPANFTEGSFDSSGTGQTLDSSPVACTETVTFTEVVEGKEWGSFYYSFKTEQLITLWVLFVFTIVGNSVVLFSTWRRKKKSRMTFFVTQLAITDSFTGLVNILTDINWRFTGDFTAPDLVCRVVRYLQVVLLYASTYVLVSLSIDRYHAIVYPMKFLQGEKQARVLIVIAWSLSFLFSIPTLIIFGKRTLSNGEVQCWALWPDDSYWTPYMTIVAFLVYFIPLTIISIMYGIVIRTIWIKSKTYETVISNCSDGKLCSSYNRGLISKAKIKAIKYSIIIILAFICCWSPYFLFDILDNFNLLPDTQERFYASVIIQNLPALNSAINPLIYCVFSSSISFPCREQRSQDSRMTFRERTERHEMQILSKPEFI
# Luc counter: Counterscreen for Luciferase (Kinase-Glo TM) Inhibition; Potency, µM (highest dose often 38.3 µM), inactives show top-dose activity change, negative = inhibition, usual class: inhibitors; actives 0.28% (n = 200,000); Kinase-Glo luciferase, ATP luminescence, 8 min; Luciferin 4-monooxygenase (Photuris pensylvanica), Q27757; also: potency is read from the fitted curve at half-maximal effect; % is scaled to controls: 0 for no effect and ±100 for the full control effect; nearly all actives have a fitted effect of over 60% in size
#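 Substrate mix (final 50 mM imidazole pH 7.2, 50 mM KCl, 7 mM MgCl2, 10 uM ATP, 0.01% Tween 20, 0.05% BSA) plus pin-tool compound, then Kinase-Glo detection mix; 8 min ambient, luminescence read.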
# L3MBTL1 block: qHTS Assay for the Inhibitors of L3MBTL1; Potency, µM (highest dose often 57.1 µM), for the others: at the highest dose activity, negative = inhibition, actives largely listed as inhibitors; AID 485360, 2010; AlphaScreen L3MBTL1–H3K9me1 peptide binding; actives 0.66% (n = 230,000); Lethal(3)malignant brain tumor-like protein 1 (Homo sapiens), Q9Y468; also: potency is read from the fitted curve at half-maximal effect; % is scaled to controls: 0 for no effect and ±100 for the full control effect; nearly all actives have a fitted effect of over 60% in size
#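 Displacement of a biotinylated histone H3(1-15) peptide monomethylated at Lys9 (75 nM) from L3MBTL1 (50 nM) was measured by AlphaScreen after a 30 min room-temperature compound incubation; cefsulodin titration served as intraplate control.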
# * marks the source's active call; other numbers are inactive results; ? = inconclusive; . = not tested or not shown; [ ] = remark or other dose. Calls follow the shape of the dose curve; as a rule, active = well fitted curve in the direction sought with a large enough effect; inconclusive = small, poorly fitted or top-dose-only effect, or another doubt; inactive = no such curve, though single readings can be large; an effect the other way counts as inactive or inconclusive. These rows are one share of the data; the hit share may differ from the screen's.
entry	Compound	Epigenetic reg	NPSR antag	CBFb-RUNX1 inh	HttQ103 aggreg
1	Cc1ccc(/C=C2\CCCC3=C2NC(=S)NC3c2ccc(C)cc2)cc1 (configuration not stated)	-3.2%	-10%	1%	?
2	Cc1ccc(CNc2ncccc2-c2nc3cc(Cl)ccc3o2)cc1	1.3%	-1%[46.1 µM]	1%	-7%
3	O=C(CNC(=O)c1ccccc1)NCCO	-0.1%	2%	-10%	5%
4	O=C(NN=C1CCCCCC1)C(=O)Nc1cccc(Br)c1	-0.9%	-2%	2%	-17%
5	COc1ccc(OC)c(NC(=O)Cn2cc(C(=O)c3ccco3)c3ccccc32)c1	-0.1%	-20%[46.1 µM]	-13%	?
6	Cc1ccc(C(c2sc3nc(C)nn3c2O)N2CC(C)OC(C)C2)cc1 (configuration not stated)	0.0%	-11%[46.1 µM]	9%	-15%
7	COc1ccc2c(c1)OC13CCCCC1C2C(C(=O)c1ccccc1)C(=O)N3 (configuration not stated)	-1.8%	-12%[46.1 µM]	-5%	18%
8	Cc1cc(C)cc(N(CC(=O)N2CCN(Cc3ccccc3)CC2)S(=O)(=O)c2c(C)noc2C)c1	0.0%	5%[46.1 µM]	6%	21%
9	Cc1nc(NC(=O)CSc2nnnn2C)sc1C	-1.2%	-4%[46.1 µM]	-8%	-10%
10	c1ccc(C2=Nn3c(nnc3-c3cccs3)SC2)cc1	0.0%	-11%	1%	-2%[9.22 µM]
11	O=C(Nc1c(F)c(F)c(F)c(F)c1F)NC1CCCCC1	-4.2%	12%[46.1 µM]	10%	-28%
12	Cc1nn(-c2ccccc2)nc1C(=O)Nc1nnc(C(F)(F)F)s1	-2.4%	14%	-1%	-1%[9.22 µM]

entry	Luc counter	IMPase Li cell	L3MBTL1 block
1	0%	1%	-6%
2	0%	8%[38.3 µM]	36%[activator]
3	-6%	-3%	-11%
4	0%	-5%	3%
5	2%	12%[38.3 µM]	.
6	-1%	5%[38.3 µM]	6%
7	1%	-25%[38.3 µM]	.
8	-2%	15%[38.3 µM]	-3%
9	-3%	4%	2%
10	.	.	-1%
11	-4%	5%[38.3 µM]	-1%
12	.	.	6%

# The list continues.
entry	Compound	Epigenetic reg	NPSR antag	CBFb-RUNX1 inh	HttQ103 aggreg
13	COc1cccc(C2c3c(oc4ccc(F)cc4c3=O)C(=O)N2CCN2CCOCC2)c1OC (configuration not stated)	0.1%	-13%[46.1 µM]	13%	-5%
14	CC/C(=N\O)c1c(O)c2c(n(-c3ccccc3)c1=O)CCCC2	0.1%	-1%	6%	?
15	COc1ccc(NC(=O)C2c3cc(OC)c(OC)cc3C(=O)N(C)C2c2cccnc2)cc1OC (configuration not stated)	-1.2%	-9%[46.1 µM]	6%	-10%
16	CN(NC(=O)NN)c1ncc(C(F)(F)F)cc1Cl	-1.1%	-2%[46.1 µM]	0%	-16%
17	CC(=O)NC1CC2CCCC(C1)N2CC(=O)Nc1ccccc1 (configuration not stated)	-3.4%	0%[46.1 µM]	3%	9%
18	CCc1nnc(NC(=O)c2cccc(NC(=O)C(C)C)c2)s1	1.2%	-7%[46.1 µM]	2%	-5%
19	Cc1c(N(C(=O)c2ccccn2)C2(C(=O)NC3CCCCC3)CCCCC2)c(=O)n(-c2ccccc2)n1C	0.1%	7%	7%	9%
20	Cc1ccc(C)c(CN2C(=O)c3ccccc3S(=O)c3ccc(C(=O)N4CCN(c5ccccn5)CC4)cc32)c1 (configuration not stated)	-4.5%	7.9µM*	-17%	-27%
21	Cc1ccccc1NC(=O)Cn1nc(C(F)(F)F)cc1C1CC1	-2.0%	-8%[46.1 µM]	-4%	3%
22	Cc1ccc(/C=N/NC(=O)Cn2ccc(C(F)(F)F)n2)o1	-5.4%	1%	-1%	8%
23	CCOc1ccc(Br)cc1/C(C)=N\NC1=NCCN1	0.1%	19%[46.1 µM]	1%	13µM*
24	Cc1cc(C2=NNC(=NCCc3ccccc3)SC2)c(C)n1CC1CCCO1 (configuration not stated)	-4.8%	-32%	?	12%

entry	Luc counter	IMPase Li cell	L3MBTL1 block
13	-1%	39%[activator][38.3 µM]	3%
14	-1%	3%	6%
15	-2%	-1%[38.3 µM]	6%
16	-1%	14%[38.3 µM]	5%
17	-1%	6%[38.3 µM]	-9%
18	0%	-9%[38.3 µM]	7%
19	0%	5%	.
20	3%	20%	-6%
21	-4%	13%[38.3 µM]	.
22	-2%	0%	-7%
23	1%	53%[activator][38.3 µM]	.
24	-9%	15%	.

# Next section
entry	Compound	Epigenetic reg	NPSR antag	CBFb-RUNX1 inh	HttQ103 aggreg
25	Cc1nc2ccc(Br)cn2c1NC(C)(C)C	1.0%	2%[46.1 µM]	-7%	-1%
26	O=C(CSc1nnnn1C1CCCCC1)Nc1ccccc1F	0.0%	-7%	2%	.
27	CN(Cc1nc2c(s1)CCCC2)C(=O)CCc1nnc(-c2ccccc2)o1	-1.2%	4%	21%	-18%[9.22 µM]
28	CCOc1cc2c(C#N)c(N3CCNCC3)nc(N)c2c(N)n1	5.1%	-7%[46.1 µM]	2%	-9%
29	COC(=O)CSc1nnc(-c2cccnc2)o1	-0.9%	-6%[46.1 µM]	4%	6%
30	COc1n[nH]c(C(=O)NCc2ccccc2)c1[N+](=O)[O-]	-1.6%	2%	14%	11%
31	COc1cccc(-c2noc(CCC(=O)NC3CCCCC3)n2)c1	0.0%	-17%[46.1 µM]	0%	2%
32	CCNc1ccc(S(=O)(=O)N(C)C)cc1NCC(=O)Nc1ccc(Br)cc1F	0.0%	10%	?	6%
33	COc1ccccc1NS(=O)(=O)c1ccc(N/N=C(\C)C(C)C)c([N+](=O)[O-])c1	-1.1%	-45%	?	-19%
34	Cc1ccc(OCC(=O)N2CCN(C(=O)c3ccncc3)CC2)cc1	0.1%	-7%	-2%	0.028µM*
35	COc1ccc(S(=O)(=O)NCc2ccccn2)c(Cl)c1Cl	-16%	-3%[46.1 µM]	4%	11%
36	CN1C(=O)S/C(=C/c2cccn2-c2cccc(C(=O)O)c2)C1=O	1.1%	-33%	-23%	-4%[9.22 µM]

entry	Luc counter	IMPase Li cell	L3MBTL1 block
25	2%	-3%	0%
26	-5%	17%	3%
27	.	6%	2%
28	-6%	-25%[38.3 µM]	.
29	2%	-2%	35%[activator]
30	-2%	-2%	-1%
31	4%	30%[38.3 µM]	.
32	-3%	-16%	?
33	3%	9%	?
34	-3%	-2%	13%
35	2%	-3%[38.3 µM]	4%
36	-3%	-5%	?

# The list goes on:
entry	Compound	Epigenetic reg	NPSR antag	CBFb-RUNX1 inh	HttQ103 aggreg
37	COc1cccc(C(=O)N2CCN(Cc3ccc4c(c3)OCO4)CC2)c1OC	0.1%	0%[46.1 µM]	1%	-12%
38	CCN1CCN(CC(=O)Nc2ccc(Cl)c(Cl)c2)C(=O)C1=O	-0.2%	-11%[46.1 µM]	-2%	-12%
39	CC(=O)N=C1SC2CS(=O)(=O)CC2N1c1cccc(Cl)c1Cl (configuration not stated)	-0.7%	-4%[46.1 µM]	5%	-5%
40	Cc1nnc(NC(=O)c2ccccc2Br)s1	-4.9%	1%[7.67 µM]	1%	-10%
41	Cc1ccc(-n2c(Cn3nc(C(F)(F)F)cc3C)n[nH]c2=S)cc1	-5.5%	-3%[46.1 µM]	5%	11%
42	O=C(CCc1ccccc1)Nc1nnc(-c2ccccn2)o1	2.1%	10%	-26%	11%
43	Cc1nonc1NC(=O)CSc1nc2cc(Cl)ccc2c2c1CCCC2	1.9%	?	5%	14%
44	c1cncc(-c2nc3ccccc3s2)c1	0.0%	8%[7.67 µM]	2%	-32%[9.22 µM]
45	CCCN1CNc2c(c(=O)[nH]c(=S)n2CCc2ccccc2)C1	-1.5%	-21%	-20%	4%

entry	Luc counter	IMPase Li cell	L3MBTL1 block
37	-1%	6%[38.3 µM]	-2%
38	3%	-3%[38.3 µM]	.
39	2%	-2%[38.3 µM]	2%
40	-1%	8%[38.3 µM]	12%
41	-5%	17%[38.3 µM]	.
42	1%	-6%	-14%
43	-1%	?	.
44	.	.	6%
45	2%	?	.

# Of the compounds above, these have a Cl atom:
entry	Compound	Epigenetic reg	NPSR antag	CBFb-RUNX1 inh	HttQ103 aggreg
2	Cc1ccc(CNc2ncccc2-c2nc3cc(Cl)ccc3o2)cc1	1.3%	-1%[46.1 µM]	1%	-7%
16	CN(NC(=O)NN)c1ncc(C(F)(F)F)cc1Cl	-1.1%	-2%[46.1 µM]	0%	-16%
35	COc1ccc(S(=O)(=O)NCc2ccccn2)c(Cl)c1Cl	-16%	-3%[46.1 µM]	4%	11%
38	CCN1CCN(CC(=O)Nc2ccc(Cl)c(Cl)c2)C(=O)C1=O	-0.2%	-11%[46.1 µM]	-2%	-12%
39	CC(=O)N=C1SC2CS(=O)(=O)CC2N1c1cccc(Cl)c1Cl (configuration not stated)	-0.7%	-4%[46.1 µM]	5%	-5%
43	Cc1nonc1NC(=O)CSc1nc2cc(Cl)ccc2c2c1CCCC2	1.9%	?	5%	14%

entry	Luc counter	IMPase Li cell	L3MBTL1 block
2	0%	8%[38.3 µM]	36%[activator]
16	-1%	14%[38.3 µM]	5%
35	2%	-3%[38.3 µM]	4%
38	3%	-3%[38.3 µM]	.
39	2%	-2%[38.3 µM]	2%
43	-1%	?	.
